MEKK2 WT-MEK5: modulators of MEK5 binding to wildtype MEKK2, primary screen, biochemical, multiplex bead flow cytometry, Alexa488-MEK5. Mitogen-activated protein kinase kinase kinase 2 (Homo sapiens), Q9Y2U5. Alexa488-MEK5 binding to MEKK2 WT; actives lie on both sides. AID 1531, 2009. binding response (% of control), % at 10 µM. hit rate 1.1% among 290,000; in the data active = binding response below about 67% or above about 130%
MEKK3 PB1 HTS: modulators of MEKK3-MEK5 PB1 binding, primary screen, biochemical, wildtype MEKK3, multiplex bead flow cytometry, Alexa488-MEK5; Mitogen-activated protein kinase kinase kinase 3 (Homo sapiens), Q99759; bead-based flow cytometry, Alexa488-MEK5 binding to MEKK3; actives lie on both sides; 0 = blocked by unlabeled MEK5, 100 = vehicle; binding response (% of control), % at 10 µM; hit rate 1.4% among 290,000;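 active = binding response more than 3 SD above or below the average of its plate-row segment, actives on both sides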;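 note: Alexa488 bead fluorescence after subtracting the streptavidin-only scavenger bead signal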
pCIP destab: p/CIP-EGFP fusion destabilizers, primary screen, fluorescence, F442A cells; Q05BA5; 16 h; decrease of EGFP signal, % at 10 µM; hit rate 0.01% among 290,000; AID 1984, 2009;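 active = EGFP signal decrease of at least 30% at 10 µM or well 3 SD below plate mean, unless failing retest; inactive = the rest, including hits failing retest or dose response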; note: some compounds called inactive have numbers as strong as hits; many of its hits are not listed in these tables
Target sequence (Q05BA5 1-1403): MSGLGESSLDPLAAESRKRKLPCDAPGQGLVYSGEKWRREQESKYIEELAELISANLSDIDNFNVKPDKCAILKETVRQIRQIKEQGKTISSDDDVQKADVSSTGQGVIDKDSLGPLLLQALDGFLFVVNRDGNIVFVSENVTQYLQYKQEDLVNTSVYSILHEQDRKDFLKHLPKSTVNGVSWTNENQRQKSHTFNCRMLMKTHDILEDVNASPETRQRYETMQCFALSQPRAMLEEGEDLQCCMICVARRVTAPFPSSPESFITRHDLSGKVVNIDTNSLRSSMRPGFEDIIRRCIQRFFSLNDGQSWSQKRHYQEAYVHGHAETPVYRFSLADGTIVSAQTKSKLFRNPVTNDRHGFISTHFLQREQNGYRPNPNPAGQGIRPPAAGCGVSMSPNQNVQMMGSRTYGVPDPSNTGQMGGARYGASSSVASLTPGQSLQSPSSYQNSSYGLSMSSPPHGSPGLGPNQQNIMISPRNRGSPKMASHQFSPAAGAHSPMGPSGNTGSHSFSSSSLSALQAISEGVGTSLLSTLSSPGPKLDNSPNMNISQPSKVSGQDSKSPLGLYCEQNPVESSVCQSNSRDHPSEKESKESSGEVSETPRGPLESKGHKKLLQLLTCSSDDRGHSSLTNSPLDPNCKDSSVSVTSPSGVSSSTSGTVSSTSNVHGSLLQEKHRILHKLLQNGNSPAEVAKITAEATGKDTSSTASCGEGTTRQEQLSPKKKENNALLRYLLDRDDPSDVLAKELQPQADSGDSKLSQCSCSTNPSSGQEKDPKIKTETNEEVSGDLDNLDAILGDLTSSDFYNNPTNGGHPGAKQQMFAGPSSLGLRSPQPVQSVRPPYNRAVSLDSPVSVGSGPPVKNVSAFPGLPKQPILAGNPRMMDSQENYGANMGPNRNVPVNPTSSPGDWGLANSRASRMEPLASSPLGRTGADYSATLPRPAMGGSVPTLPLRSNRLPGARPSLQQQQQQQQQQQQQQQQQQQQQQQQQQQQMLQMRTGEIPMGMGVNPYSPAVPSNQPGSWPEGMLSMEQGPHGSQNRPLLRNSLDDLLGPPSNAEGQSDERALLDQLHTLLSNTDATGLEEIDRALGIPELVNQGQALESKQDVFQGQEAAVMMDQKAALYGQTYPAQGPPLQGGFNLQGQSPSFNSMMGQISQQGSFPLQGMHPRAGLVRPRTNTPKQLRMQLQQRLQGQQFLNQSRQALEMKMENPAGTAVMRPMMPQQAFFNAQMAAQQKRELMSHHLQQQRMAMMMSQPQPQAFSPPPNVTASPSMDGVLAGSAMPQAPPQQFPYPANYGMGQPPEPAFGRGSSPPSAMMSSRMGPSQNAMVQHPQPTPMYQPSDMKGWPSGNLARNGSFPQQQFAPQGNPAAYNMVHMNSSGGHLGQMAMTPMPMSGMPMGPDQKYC
IDE act: human IDE activators in live cells, primary screen, fluorescence polarization, HEK cells, FAbeta-B substrate; FAbeta-B cleavage; 0% vehicle, 100% cell-free pure enzyme wells; activation, % at 5.96 µM; hit rate 0.073% among 340,000;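 active = activation above the mean of all tested compounds plus 3 SD, set per screening campaign, cut at about 17% in these data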
PfM18AAP inh: PfM18AAP inhibitors, malaria aminopeptidase, primary screen, biochemical, QFRET, recombinant enzyme; M18 aspartyl aminopeptidase (Plasmodium falciparum 3D7); H-Glu-NHMec fluorogenic cleavage; inhibition, % at 7.35 µM; hit rate 1.2% among 290,000;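 active = inhibition above the campaign mean inhibition over all tested compounds plus 3 SD, cut at about 28% in these data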;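 note: 0% = plate median of test compound wells and 100% = 2 mM ZnCl2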
IDE cell inh: human IDE inhibitors in live cells, primary screen, fluorescence polarization, HEK cells, FAbetaB substrate. Insulin-degrading enzyme (Homo sapiens), P14735. FAbetaB cleavage. inhibition, % at 5.59 µM. hit rate 0.41% among 320,000. AID 434962, 2010;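 active = percent inhibition above the average of all tested compounds plus 3 SD, set per screening campaign, cut at about 16% in these data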;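 note: IDE supplied by intact live HEK cells; FP after avidin binding of uncleaved biotin substrate so inhibition keeps polarization high; 0% = DMSO wells and 100% = 60 µM reference IDE inhibitor Ii1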
NALP1 inh: NALP1 inflammasome inhibitors in reconstituted yeast, colorimetric, S. cerevisiae, triplicate retest. S. cerevisiae NALP1/ASC/caspase-1 growth, X-gal OD620, 72 h. inhibition, % at 10 µM. hit rate 0.61% among 280,000; in the data active = inhibition mostly above about 24%, no sharp cut-off; inactive = mostly below about 32%; note: some compounds called inactive have numbers as strong as hits
SUMO HTRF inh: inhibitors of in vitro SUMOylation cascade, primary screen, biochemical, HTRF, uHTS | HTRF SUMOylation assay, SAE1/SAE2 + UBC9 | hit rate 0.36% among 290,000 | AID 2006, 2009 | inhibition, % at 35 µM; in the data active = inhibition above about 50%, passing the limit was not always enough; note: strong numbers were not always called active
MEKK2 mut-MEK5: MEK5 binding signal on mutant MEKK2 PB1, primary screen, biochemical, multiplex bead flow cytometry, Alexa488-MEK5; percent response, % at 10 µM; Alexa488-MEK5 binding to MEKK2 mutant; hit rate 0.35% among 290,000; in the data active = percent response above about 24%, passing the limit was not always enough; note: inactives centre near 1; some results filed as inactive read as strong as hits; reference of the scale not given here
Active calls of the source: *; . = no result given. An excerpt (hit frequency here may not be typical).

mol | MEKK2 WT-MEK5 | MEKK3 PB1 HTS | pCIP destab | IDE act | PfM18AAP inh | IDE cell inh | NALP1 inh | SUMO HTRF inh | MEKK2 mut-MEK5
O=C(CN1CCN(C(=O)c2c(F)cccc2F)CC1)Nc1ccccc1C(F)(F)F | 102 | 103 | 8 | 3 | -1 | 2 | 0 | -14 | -1
COc1cc(/C=C\C(=O)O)cc(S(=O)(=O)N2CCCCCC2)c1OC | 95 | 93 | 7 | -3 | 1 | . | 24 | 18 | -4
COc1ccc2c(C)c(CCC(=O)NC3CC3)c(=O)oc2c1 | 99 | 100 | 2 | -2 | 3 | -1 | 3 | 11 | 0
COc1ccc(S(=O)(=O)N2CCC(C(=O)NCC3CC3)CC2)cc1 | 106 | 105 | 4 | 1 | 5 | -3 | 5 | 2 | 3
C/C(=N\NC(=O)C1CCCC1)c1ccc(Cl)cc1Cl | 99 | 102 | 0 | 5 | -16 | . | 4 | 8 | -1
O=C(NCCN=C1NS(=O)(=O)c2ccccc21)c1ccc2nccnc2c1 | 102 | 100 | -2 | 4 | -2 | -11 | 17 | 21 | -1
O=C1CC(c2ccco2)Cc2nc(Nc3nc(-c4ccccc4)c4ccccc4n3)ncc21 (stereo not given) | . | . | -6 | 0 | 5 | 1 | 5 | 20 | .
CN(NS(=O)(=O)c1ccc(Cl)cc1)c1cnn(C)c(=O)c1Cl | 104 | 106 | 3 | 2 | 2 | -1 | 1 | 38 | 2
COc1ccc2c(c1)-c1nc(/N=C/c3ccc(O)c(OC)c3)sc1CC2 | 102 | 103 | 5 | 0 | 9 | -2 | -10 | 18 | 0
CCCN(CCC)S(=O)(=O)c1ccc(NC(=O)C2CCCO2)cc1 (stereo not given) | 108 | 110 | -1 | -4 | 12 | 5 | 11 | 17 | 6
O=C(CSC1=NCCN1)NC12CC3CC(CC(C3)C1)C2 | 101 | 100 | -3 | 2 | -1 | 4 | 0 | 12 | 3
O=C1CC(c2ccccc2)Sc2nc(-c3ccccc3)c(-c3ccccc3)n21 (stereo not given) | 107 | 106 | -3 | -4 | -3 | 1 | 15 | 7 | 16
CC1CCN(CC(=O)c2cccs2)CC1 | 105 | 105 | -1 | 12 | -8 | 5 | 7 | 4 | 5
COc1cccc(-n2c(-c3cccc(S(=O)(=O)N(C)C)c3)n[nH]c2=S)c1 | 104 | 102 | -10 | -1 | 22 | -1 | -10 | 14 | 1
CC(C)(CO)NC(=O)CC1C(=O)NCCN1Cc1ccc(-c2ccccc2)cc1 (stereo not given) | 91 | 100 | 14 | 0 | 2 | 6 | 11 | 10 | -12
COc1cc(O)c(C(CCN2CCCCC2)c2cc(OC)c(OC)c(OC)c2)c(OC)c1 (stereo not given) | 90 | 94 | -19 | 2 | . | -7 | 16 | 1 | 3
CNc1nc(SC(C)C(=O)Nc2ccc(Cl)c(Cl)c2)nc(N2CCOCC2)n1 (stereo not given) | 92 | 85 | 0 | 2 | 5 | 1 | -4 | 4 | -2
COc1ccc(C(=O)NC2CCN(C(=S)Nc3cccc(C)c3)CC2)cc1 | 97 | 97 | 1 | -3 | -6 | 2 | 13 | -15 | 1
CCOC(=O)N1CCN(Cc2nc3cc(NC(C)=O)ccc3n2C)CC1 | 108 | 105 | -7 | 3 | -8 | 0 | 1 | 9 | 3
CCOc1ccc(C(=O)Nc2ccc(N3CCN(C)CC3)cc2)cc1Br | 129 | 100 | -20 | -4 | -14 | 3 | -1 | 17 | 24*
COCCNC(=O)c1cc(S(=O)(=O)N(C)c2ccccc2OC)ccc1C | 87 | 86 | -11 | 0 | -9 | -2 | 22 | 26 | -14
COc1ccc(NC(=O)COc2ccc(S(=O)(=O)N3CCOCC3)cc2C)cc1OC | 98 | 96 | 1 | 3 | -9 | -12 | 4 | 13 | -2
COc1ccc2c(c1)cc(C(=O)N[C@H](C(=O)N1CCC[C@H]1C(=O)O)C(C)C)n2C | 98 | 101 | -1 | 2 | 1 | -5 | 13 | 24 | -3
COc1ccccc1Oc1coc2c(CN3CCN(C)CC3)c(O)ccc2c1=O | 102 | 103 | 3 | -1 | 9 | 0 | 12 | 37 | 2
CCOc1ccc(Br)cc1S(=O)(=O)Nc1ncn[nH]1 | 98 | 102 | -5 | 6 | 1 | 7 | -9 | -16 | -1
Cc1ccccc1C(=O)Oc1ccccc1C(=O)N1CCOCC1 | 97 | 99 | -12 | 3 | 6 | 6 | 14 | 8 | 2
CC(C)CC(NC(=O)C(Cc1ccc(OCc2ccccc2)cc1)NC(=O)OC(C)(C)C)C(N)=O (stereo not given) | 110 | 107 | -13 | -2 | 5 | 2 | 29 | 28 | 9
N=c1c2c(ncn1Cc1ccco1)Oc1c(ccc3ccccc13)C2c1ccccc1 (stereo not given) | 133 | 104 | -9 | 5 | 5 | -2 | 63* | 19 | 3
Cc1cc(C)c(NC(=O)C2CCCO2)c(C)c1NC(=O)C1CCCO1 (stereo not given) | 100 | 103 | -4 | 5 | 4 | 0 | 0 | 11 | 9
N#Cc1cc([N+](=O)[O-])ccc1Oc1ccc(-c2nnco2)cc1 | 97 | 94 | -9 | 3 | -10 | 1 | 19 | 14 | 2

Single records, from the list above:
O=C(CSC1=NCCN1)NC12CC3CC(CC(C3)C1)C2 in the list: MEKK2 WT-MEK5 = 101; MEKK3 PB1 HTS = 100; pCIP destab = -3; IDE act = 2; PfM18AAP inh = -1; IDE cell inh = 4; NALP1 inh = 0; SUMO HTRF inh = 12; MEKK2 mut-MEK5 = 3
COc1cc(O)c(C(CCN2CCCCC2)c2cc(OC)c(OC)c(OC)c2)c(OC)c1 (stereo not given) in the list: MEKK2 WT-MEK5 = 90; MEKK3 PB1 HTS = 94; pCIP destab = -19; IDE act = 2; PfM18AAP inh = .; IDE cell inh = -7; NALP1 inh = 16; SUMO HTRF inh = 1; MEKK2 mut-MEK5 = 3

Next part:
mol | MEKK2 WT-MEK5 | MEKK3 PB1 HTS | pCIP destab | IDE act | PfM18AAP inh | IDE cell inh | NALP1 inh | SUMO HTRF inh | MEKK2 mut-MEK5
CC(=O)NC(Cc1ccccc1)C(=O)NC(Cc1ccccc1)C(=O)O (stereo not given) | 87 | 85 | -5 | 2 | 9 | 3 | -4 | -4 | -3
CCOC(=O)C(CCC(C)=O)C(=O)c1ccccc1 (stereo not given) | 103 | 104 | -9 | 0 | -4 | -2 | 21 | 3 | -3
Cc1ccc(OCC(=O)NCCNC(=O)c2ccncc2)cc1 | 94 | 101 | -10 | 1 | -4 | -3 | 9 | 9 | -4
O=C(NCC1CCN(c2ccc(S(=O)(=O)N3CCOCC3)cc2)CC1)c1ccc(Cl)cc1 | 106 | 107 | -15 | 5 | -3 | 3 | 12 | 16 | 3
CNc1nc(Nc2ccc([N+](=O)[O-])cc2)nc(OCC(F)(F)F)n1 | 109 | 107 | -7 | 0 | 6 | 4 | 9 | 19 | 8
COc1ccc(CC(=O)NNC(=S)NCC2CC2)cc1OC | 101 | 100 | -2 | 0 | 11 | 2 | . | 8 | 1
CN(C)C(CNC(=O)C1CCN(S(=O)(=O)c2ccc(Cl)cc2)CC1)c1ccccc1 (stereo not given) | 107 | 101 | 3 | 1 | 1 | 2 | 3 | 14 | 6
COc1ccccc1CN1CCNC(=O)C1CC(=O)N(C)Cc1nc(C)cs1 (stereo not given) | 103 | 101 | -3 | 6 | 3 | -2 | -5 | 6 | 2
Nc1ccccc1C(=O)Nc1cccc(C(=O)O)c1 | 99 | 98 | -19 | 6 | 4 | 1 | 16 | 24 | 0
O=C(Nc1ccc(N2CCOCC2)c(Cl)c1)c1ccccc1Cl | 98 | 102 | 3 | -4 | 1 | -11 | -11 | 3 | -8
Cc1ccc(/C(O)=C2\C(=O)C(=O)N(CC(C)O)C2c2ccccn2)cc1 (stereo not given) | 96 | 98 | -10 | 3 | -14 | -5 | 2 | 6 | -8
O=C(CCC(=O)NC1CCCCC1)Nc1cccnc1 | 106 | 107 | 3 | 2 | -5 | -5 | 14 | 14 | 3
O=[N+]([O-])c1ccc(/C=[N+](\[O-])[C@@H]2CCCC[C@@H]2/[N+]([O-])=C/c2ccc([N+](=O)[O-])o2)o1 | 100 | 102 | -2 | 4 | 18 | 2 | 2 | 13 | 1
CCOc1ccc(NC(=S)NC(=O)c2ccco2)cc1 | 74 | 87 | -7 | 2 | 10 | 1 | 25 | 8 | 1
COc1cc(S(=O)(=O)N2CCN(C(=O)c3ccccc3)CC2)c(OC)cc1Br | 96 | 96 | -10 | 5 | 0 | 0 | -1 | 13 | -7
O=C(Oc1ccc(O)cc1)C12CC3CC(CC(C3)C1)C2 | 88 | 87 | 0 | 4 | 17 | -7 | 0 | -9 | -7
COc1cc(/C=C2\N=C(c3ccccc3)OC2=O)ccc1OCc1c(C)no[n+]1[O-] | 111 | 103 | -14 | 1 | -4 | 6 | 2 | 8 | 12
CCCNC(=S)N1CCCC(c2nc3ccccc3[nH]2)C1 (stereo not given) | 79 | 78 | 8 | 4 | 7 | 7 | -1 | -4 | -10
CCSc1oc(-c2ccco2)nc1S(=O)(=O)c1ccc(F)cc1 | 109 | 115 | -12 | 4 | -3 | 0 | 22 | 27 | 7
COc1ccc(C(C(=O)NC2CCCCC2)N(C(=O)Cc2c[nH]c3ccccc23)c2ccccc2)cc1OC (stereo not given) | 101 | 119 | -17 | 3 | 4 | -2 | 4 | -13 | -1
CC(C(=O)N1CCN=C1c1ccccc1)N1C(=O)c2ccccc2C1=O (stereo not given) | 97 | 93 | -1 | 3 | 0 | -3 | -44 | 10 | -10
C=CCc1cccc(CNc2nc3ccccc3n2CCN2CCOCC2)c1O | 103 | 96 | -9 | 3 | 6 | 5 | 4 | -4 | -3
C=C(C)C(=O)O[C@H]1C/C(C)=C\C(=O)/C=C(\C)[C@H](O)[C@@H]2OC(=O)C(=C)[C@@H]21 | 103 | 100 | -32 | 2 | . | -2 | -13 | -3 | 4
Cc1ccc(C)c(OCCSc2nnc(-c3cccnc3)n2N)c1 | 94 | 92 | -2 | -3 | -4 | 3 | 20 | -4 | -1
Cc1ccccc1N(CC(=O)Nc1ccccc1C(=O)O)S(C)(=O)=O | 98 | 97 | 13 | -34 | 6 | 23* | -4 | -18 | -8
Cc1c(N=C(N)/N=C(\N)Nc2ccccc2)c(=O)n(-c2ccccc2)n1C | 96 | 96 | 7 | 4 | 5 | -4 | 21 | -19 | -3
CCn1c(SCc2ccc(Cl)cc2)nc2nc3c(cc2c1=O)CCCC3 | 103 | 104 | -12 | 5 | -1 | 4 | 24 | -26 | 0
COc1ccccc1NC(=S)N1CCN(C/C=C/c2ccccc2)CC1 | 97 | 121 | 0 | -4 | -13 | 2 | 22 | -6 | -1
COCC(C)OC(=O)c1c(N)n(CCCN2CCOCC2)c2nc3ccccc3nc12 (stereo not given) | 92 | 94 | -2 | 5 | -4 | 3 | 20 | 48 | -2
COc1cc([N+](=O)[O-])ccc1NC(=O)CC1SC(=Nc2ccc(F)cc2)N(CCC2=CCCCC2)C1=O (stereo not given) | 97 | 112 | 5 | 2 | 2 | -2 | 28 | -33 | -1
Cc1ccc(NC(=O)/C=C/c2cccs2)c([N+](=O)[O-])c1 | 105 | 104 | 4 | 1 | -18 | 0 | 14 | -4 | 4
